Screening data (PubChem BioAssay)
G6PDH counter = L. mesenteroides G6PDH inhibitors, counter-screen for G6PDH-coupled screening assays, biochemical, Leuconostoc mesenteroides enzyme; inhibition, % at 5 µM; Purified L. mesenteroides G6PDH, diaphorase/resazurin coupled fluorescence, 45 min; AID 1020, 2008; 200,000 tested, 0.12% active; glucose-6-phosphate dehydrogenase [Leuconostoc mesenteroides]; in the data active = inhibition above about 50%
PMI act satM6P = human PMI activators, high substrate, primary screen, biochemical, fluorescence intensity, near-saturating mannose 6-phosphate. Mannose-6-phosphate isomerase (Homo sapiens), P34949. coupled PMI enzyme assay, resazurin fluorescence, 20 min; stronger effect = higher value; 1 = untreated enzyme, 0 = substrate-free blank. activation factor at 20 µM. 190,000 tested, 0.34% active;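 active = activation factor of 2 or more at 20 µM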
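Test system: human phosphomannose isomerase with PGI, G6PDH, diaphorase coupling enzymes; amount: 15 ng/mL PMI; incubation: enzyme reaction with compound 20 min at room temperature; technique: resorufin fluorescence (Ex 544/Em 590 nm) from resazurin via diaphorase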
ROMK primary = ROMK potassium channel modulators, primary screen, cell-based, thallium flux, MLSMR library | Tet-inducible ROMK, thallium flux fluorescence; actives lie on both sides | B-score at 10 µM | 130,000 tested, 2% active | AID 1918, 2009;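 active = signal ratio slope over the read window, or its plate-corrected B-score, at least 3 SD from the plate mean, either direction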;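 also: B-score of the F/F0 ratio slope over 7 to 12 s after thallium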
Target sequence (P48048 whole entry, looked up): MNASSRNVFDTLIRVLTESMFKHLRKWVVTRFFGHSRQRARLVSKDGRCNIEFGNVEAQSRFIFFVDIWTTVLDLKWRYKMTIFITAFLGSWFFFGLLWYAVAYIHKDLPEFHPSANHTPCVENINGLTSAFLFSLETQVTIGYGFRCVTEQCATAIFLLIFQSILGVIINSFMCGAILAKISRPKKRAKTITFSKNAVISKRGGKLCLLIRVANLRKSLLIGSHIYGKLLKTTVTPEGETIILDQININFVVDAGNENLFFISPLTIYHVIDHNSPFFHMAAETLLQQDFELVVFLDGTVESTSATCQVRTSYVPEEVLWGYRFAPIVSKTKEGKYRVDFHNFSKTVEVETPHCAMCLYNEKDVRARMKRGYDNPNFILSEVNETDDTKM
S1P3 antag = S1P3 receptor antagonists, primary screen, cell-based; Sphingosine 1-phosphate receptor 3 (Homo sapiens), Q99500; CHO S1P3 NFAT-BLA reporter, FRET fluorescence, antagonist mode; 170,000 tested, 0.27% active; inhibition, % at 4.98 µM;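 active = inhibition above the plate cutoff, the mean inhibition of test wells on that plate plus 3 SD, cut at about 28% in these data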;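 also: cells challenged with S1P at its EC80 of 0.8 µM; blue over green emission ratio from cleaved BLA substrate after 4 h stimulation; 0% = S1P-stimulated wells and 100% = unstimulated DMSO-only wells; some compounds past the cut are filed as inactive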
Diaphorase act = compounds boosting diaphorase resazurin reduction – biochemical, uHTS, resorufin fluorescence, counter-screen for diaphorase-coupled primary assays, primary screen | AID 1229, 2008 | Diaphorase/resazurin coupled assay, 16 min; stronger effect = higher value; 1 = vehicle wells, 0 = NADH-free wells | 190,000 tested, 0.005% active | activation factor at 20 µM;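 active = diaphorase activity raised at least twofold by the compound at 20 µM; inactive = activation factor below 2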
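Material: Purified diaphorase enzyme from Clostridium kluyveri | Buffer or medium: 50 mM HEPES pH 7.4 with 4.542 mM MgCl2, 0.005% Tween 20 | Times: 16 min enzyme reaction, ambient temperature | Signal: Red resorufin fluorescence at 544/590 nm excitation/emission | Measure: Increased resorufin signal from activators or reducing compounds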
Diaphorase inh = diaphorase inhibitors and chemical oxidizers, primary screen, counter-screen for diaphorase-coupled primary assays, biochemical, uHTS, resorufin fluorescence; diaphorase resazurin-to-resorufin fluorescence, NADH, 16 min; bacterial (C. kluyveri) enzyme, not human; inhibition, % at 20 µM; 190,000 tested, 0.69% active;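 active = primary screen inhibition at 20 µM above a set limit, cut at about 50% in these data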;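 also: plate controls were DMSO with full reaction for no effect and wells lacking NADH for full effect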
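System: Diaphorase enzyme from Clostridium kluyveri | Amount: Enzyme working solution with 0.14 U/mL diaphorase | Benchmarks: No-NADH positive control and DMSO neutral control | Signal: Fluorescence of resorufin formed from resazurin, Ex 544/Em 590 nm | Schedule: 16-min room-temperature incubation before reading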
PPARg SRC2 recr = agonists of PPARg-SRC-2 recruitment, primary screen, biochemical, HTS. Peroxisome proliferator-activated receptor gamma (Homo sapiens), P37231. PPARgamma LBD-SRC-2 recruitment. activation, % at 8 µM. 200,000 tested, 0.34% active. AID 1032, 2008; in the data active = activation above about 22%;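 also: 0% = vehicle and 100% = reference agonist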
Target sequence (P37231 whole entry, looked up, the tested form may be a part): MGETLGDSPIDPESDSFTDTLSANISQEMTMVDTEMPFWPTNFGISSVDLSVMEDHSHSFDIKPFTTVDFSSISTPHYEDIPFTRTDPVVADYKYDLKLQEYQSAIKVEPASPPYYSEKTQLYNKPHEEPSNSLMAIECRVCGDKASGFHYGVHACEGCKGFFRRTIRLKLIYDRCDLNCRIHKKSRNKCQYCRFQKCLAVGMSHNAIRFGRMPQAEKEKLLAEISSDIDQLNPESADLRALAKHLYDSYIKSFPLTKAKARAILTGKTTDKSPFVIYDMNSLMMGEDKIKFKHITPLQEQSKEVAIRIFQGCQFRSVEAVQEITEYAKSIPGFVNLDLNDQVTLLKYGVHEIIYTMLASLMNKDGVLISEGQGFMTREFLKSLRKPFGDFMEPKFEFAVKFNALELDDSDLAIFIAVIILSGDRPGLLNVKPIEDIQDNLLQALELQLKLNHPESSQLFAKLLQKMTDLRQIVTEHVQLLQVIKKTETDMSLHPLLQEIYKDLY
PMI act = activators of human PMI, primary screen, biochemical, fluorescence intensity, near-Km mannose 6-phosphate | Mannose-6-phosphate isomerase (Homo sapiens), P34949 | purified human PMI, coupled resazurin fluorescence, 20 min; stronger effect = higher value; 1 = vehicle control, 0 substrate-free wells | activation factor at 20 µM | 190,000 tested, 0.005% active | AID 1214, 2008;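 active = activation factor of 2 or more at 20 µM, relative to plate controls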
PPARg SRC1 recr = PPARgamma agonists recruiting SRC-1 coactivator, primary screen, biochemical. Peroxisome proliferator-activated receptor gamma (Homo sapiens), P37231. PPARgamma-SRC-1 coactivator recruitment biochemical assay. activation, % at 8 µM. 200,000 tested, 0.41% active. AID 631, 2007; in the data active = activation above about 19%;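 also: 0% = DMSO and 100% = reference agonist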
PPARg SRC-3 ag = PPARgamma agonists recruiting SRC-3 coactivator, primary screen, biochemical; activation, % at 8 µM; biochemical PPARgamma/SRC-3 coactivator recruitment assay; 200,000 tested, 0.26% active; AID 731, 2007; Peroxisome proliferator-activated receptor gamma (Homo sapiens), P37231; in the data active = activation above about 23%;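 also: 0% = DMSO and 100% = reference agonist; some compounds past the cut are filed as inactive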
TR-FRET SRC-2 ct = TR-FRET signal artefacts, primary screen, artefact control for PPARgamma SRC-2 agonist project, biochemical | TR-FRET artefact counter-screen; stronger effect = higher value | 200,000 tested, 0.4% active | TR-FRET ratio at 8 µM | AID 1049, 2008; in the data active = TR-FRET ratio above about 2000; also: inactives centre near 1500
Starred values were filed as active, the others as inactive; / = no result given. Outcome played no part in choosing rows; overall some 3.3% were active at least once.

Value order – G6PDH counter	PMI act satM6P	ROMK primary	S1P3 antag	Diaphorase act	Diaphorase inh	PPARg SRC2 recr	PMI act	PPARg SRC1 recr	PPARg SRC-3 ag	TR-FRET SRC-2 ct
- Cn1c(-c2ccccc2)cc(=O)c2ccccc21
→ -18	1	/	26	0.9	9	6	1	5	1	1590
- CC(=O)Nc1ccccc1OCc1nnc(-c2ccc(Cl)cc2)o1
→ 1	0.9	-0.1	12	0.9	9	3	0.9	9	8	1502
- CCCCN(CCCC)C(=O)C1CC=CCC1C(=O)O (stereo not given)
→ 11	/	1.7	0	/	/	-5	/	-2	1	1447
- O=C(CNc1ccc2ccccc2c1)N/N=C/c1ccc(C(=O)O)cc1
→ 5	0.3	0.7	-23	0.4	59*	8	0.6	14	-2	1556
- CC1CCN(S(=O)(=O)c2ccc(NC(=O)CCN3C(=O)c4ccccc4C3=O)cc2)CC1
→ 0	1	-0.46	/	0.9	9	-3	1	2	-7	1278
- CCOC(=O)C1CCCN(C(=O)Nc2ccccc2)C1 (stereo not given)
→ 12	1.1	/	/	0.9	6	5	1.1	6	5	1801
- Cc1ccc(S(=O)(=O)N2CCN(C(=O)CSC3CCCC3)CC2)c(C)c1
→ -7	0.9	/	14	0.8	18	7	0.9	6	10	1772
- COc1cc(C=O)ccc1OCC(=O)N1CCCC1
→ 15	0.9	0.79	-14	0.9	14	8	0.9	7	1	1575
- Cc1ccccc1C(=O)Nc1ccc(N2CCN(C)CC2)nc1
→ 13	1.1	0.22	-1	1.2	-18	5	1	6	5	1490
- C#CCOCCOCCOCCNc1nc(N2CCN(C(=O)[C@H](CCCCN)n3cc([C@@H](N)CC(C)C)nn3)CC2)nc(N2CCN(C(=O)[C@H](Cc3cc4ccccc4[nH]3)n3cc([C@@H](N)Cc4ccc(O)cc4)nn3)CC2)n1
→ 8	1.3	/	-2	1.9	-87	-6	1.3	-8	-5	1422

In another format: entries from further up
> CC(=O)Nc1ccccc1OCc1nnc(-c2ccc(Cl)cc2)o1
  G6PDH counter: 1
  PMI act satM6P: 0.9
  ROMK primary: -0.1
  S1P3 antag: 12
  Diaphorase act: 0.9
  Diaphorase inh: 9
  PPARg SRC2 recr: 3
  PMI act: 0.9
  PPARg SRC1 recr: 9
  PPARg SRC-3 ag: 8
  TR-FRET SRC-2 ct: 1502
> CCCCN(CCCC)C(=O)C1CC=CCC1C(=O)O (stereo not given)
  G6PDH counter: 11
  PMI act satM6P: /
  ROMK primary: 1.7
  S1P3 antag: 0
  Diaphorase act: /
  Diaphorase inh: /
  PPARg SRC2 recr: -5
  PMI act: /
  PPARg SRC1 recr: -2
  PPARg SRC-3 ag: 1
  TR-FRET SRC-2 ct: 1447

Later entries:
Value order – G6PDH counter	PMI act satM6P	ROMK primary	S1P3 antag	Diaphorase act	Diaphorase inh	PPARg SRC2 recr	PMI act	PPARg SRC1 recr	PPARg SRC-3 ag	TR-FRET SRC-2 ct
- Cc1ccc(C(=O)NNC(=O)c2cc3cc4ccccc4nc3s2)cc1
→ 6	1.2	0.69	/	1.1	-10	10	1.2	4	8	1487
- CN(C)/C=N/C(=S)Nc1ccccc1Cl
→ 12	0.9	-0.33	0	0.9	8	-12	0.9	5	-2	1394
- Cn1c(SCc2nnc(-c3ccccc3)o2)nc2ccccc21
→ 9	1	/	-1	0.9	8	8	1.1	5	2	1795
- COc1ccc(N2CCN(C(=O)C3COc4ccccc4O3)CC2)cc1 (stereo not given)
→ -8	1	-1.6	/	0.9	10	-1	0.9	9	1	1551
- Cc1cc(Nc2ncc(Cl)cc2Cl)n(-c2ccccc2)n1
→ 26	1	-0.0018	6	0.9	10	6	0.9	4	2	1480
- CC(C)NC(=O)c1ccc2c(c1)nnn2C
→ -21	1	1.4	/	0.9	8	13	1	5	5	1616
- COc1ccccc1C(=O)NCC(=O)Nc1cccnc1
→ 2	1	0.3	-20	0.9	10	-2	0.9	10	3	1500
- CC(c1nnnn1C(C)(C)C)N(Cc1cccnc1)Cc1ccccc1Cl (stereo not given)
→ 2	1	-1.1	/	0.9	10	-3	0.9	2	-6	1537
- CCC(C)(C(=O)NC1CCCC1)N(C(=O)Cc1cccs1)c1c(C)n(C)n(-c2ccccc2)c1=O (stereo not given)
→ 6	1.1	0.3	-21	1	-1	-11	1.1	-8	-4	1451
- CCCCOc1ccc(C(=O)N/C(=C/C=C/c2ccccc2)C(=O)N2CCOCC2)cc1
→ 10	0.9	-0.84	-8	0.8	22	3	0.9	-4	-4	1389

Later entries:
Value order – G6PDH counter	PMI act satM6P	ROMK primary	S1P3 antag	Diaphorase act	Diaphorase inh	PPARg SRC2 recr	PMI act	PPARg SRC1 recr	PPARg SRC-3 ag	TR-FRET SRC-2 ct
- CC1CCN(S(=O)(=O)c2ccc3ncn(CC(=O)N(C)C4CCCCC4)c(=O)c3c2)CC1
→ 5	1	-0.29	-6	0.7	26	5	0.9	8	2	1552
- Cc1ccc(-n2c(SCn3nnc4ccccc4c3=O)nnc2-c2cccnc2)c(C)c1
→ 6	1	/	-43	1	-3	5	1	-4	-2	1575
- CCCCCCCCCC(=O)NNC(=O)c1c(O)c2ccccc2n(CCC)c1=O
→ 4	1.2	-0.014	-30	1	1	-2	1.1	-4	3	1493
- CC(C)CCNC1=NCCCCC1
→ 5	1	/	/	1	3	6	0.9	1	0	1677
- Cc1onc(-c2ccccc2)c1-c1n[nH]c(=S)n1-c1ccc(C(=O)O)cc1
→ -1	1	0.067	/	0.9	12	6	1	-3	-2	1558
- Cc1cccnc1NC(=O)C1CCCN(S(=O)(=O)c2ccc3c(c2)oc(=O)n3C)C1 (stereo not given)
→ 5	1	/	/	0.9	8	2	1	4	14	1808
- Cc1onc(-c2ccccc2)c1C(=O)N[C@@H]1C(=O)N2[C@@H]1SC(C)(C)[C@@H]2C(=O)O
→ 13	1	/	23	0.9	11	8	0.9	3	2	1593
- Cc1ccc(S(=O)(=O)N(C)C)cc1NC(=S)Nc1ccc2[nH]c(=O)[nH]c2c1
→ 5	0.9	0.21	-12	0.9	9	5	0.6	3	3	1700
- O=C1CSc2ccccc2N1Cc1ccccc1F
→ 0	0.9	/	/	0.8	20	5	0.9	4	4	1595
- COc1ccc(-c2ccc(SCC(=O)Nc3nccs3)nn2)cc1OC
→ -1	0.9	-0.0069	-8	1	1	-14	1	0	-3	1583

Next part
Value order – G6PDH counter	PMI act satM6P	ROMK primary	S1P3 antag	Diaphorase act	Diaphorase inh	PPARg SRC2 recr	PMI act	PPARg SRC1 recr	PPARg SRC-3 ag	TR-FRET SRC-2 ct
- CC1(C)Cc2c(C#N)c(NC3CCCCC3)nc(-c3ccco3)c2CO1
→ -1	1.4	/	-32	0.8	23	0	1.2	-1	0	1531
- O=C(NN1C(=O)C2C(C1=O)C1C=CC2C12CC2)c1ccncc1 (stereo not given)
→ 7	0.9	/	/	0.9	13	1	0.9	-3	-3	1483
- COc1ccccc1CNC(=O)c1cnn2c(C(F)F)cc(C)nc12
→ -3	1	-0.46	/	0.9	6	10	1	1	15	1627
- O=C(NCc1cccs1)C(Cc1ccccc1)NS(=O)(=O)c1cccs1 (stereo not given)
→ -5	0.7	-0.023	/	0.9	14	-4	1.1	-2	-26	1383
- O=C(Nc1ccc(N2CCOCC2)cc1N1CCOCC1)c1cccs1
→ -1	1	1.8	/	1	3	2	0.9	0	-2	1474
- CCS(=O)(=O)N1CCCC(C(=O)NC2CCCC2)C1 (stereo not given)
→ 5	1	-0.03	-38	0.9	6	3	1	-5	-19	1490
- Cc1cccc(CCNC(=O)c2cc(=O)[nH]c3ccc(Br)cc23)c1
→ -4	0.8	/	-7	1	4	-6	0.9	-7	-2	1605
- CCc1c(C)nc2ncnn2c1N1CCC(C(=O)N2CCN(c3ccccc3)CC2)CC1
→ 0	1.1	/	-21	0.9	6	/	1.1	/	/	/
- CCc1nc2sc3c(O)cc(=O)[nH]c3c2cc1C
→ 7	1	0.17	-10	1	4	-4	1.2	10	2	1666
- O=C(O)CCN1C(=O)C2CCCCC2C1=O (stereo not given)
→ 0	1.1	-0.16	/	1	-1	-4	1	2	5	1344

Going on with the list:
Value order – G6PDH counter	PMI act satM6P	ROMK primary	S1P3 antag	Diaphorase act	Diaphorase inh	PPARg SRC2 recr	PMI act	PPARg SRC1 recr	PPARg SRC-3 ag	TR-FRET SRC-2 ct
- CCN1/C(=C\C=C2\C(=O)N(C)C(=S)N2C)Sc2ccccc21
→ 2	1	0.61	-18	0.8	16	3	1	7	6	1789
- CCN1C(=O)/C(=C\N(C)C)S/C1=N\S(=O)(=O)c1ccccc1
→ 2	0.9	-0.076	-13	0.9	9	7	0.9	12	-3	1543
- CCc1cc(=S)n2c([nH]c3ccccc32)c1C#N
→ 10	1.1	0.41	2	0.6	36	8	1.2	8	10	1672
- CCOc1ccc(C(=O)Nc2cc(NC(=O)c3ccc(OCC)c(Cl)c3)cc(C(=O)O)c2)cc1Cl
→ 14	0.8	2.1	9	0.8	18	1	0.8	8	4	1564
- CCOc1ccc(S(=O)(=O)NC2CC2)cc1C(N)=O
→ 2	1.1	0.6	2	1.1	-12	8	1.1	9	0	1623
- COc1cc(C2CC(=O)c3c(O)cc(O)cc3O2)ccc1O (stereo not given)
→ 11	0.8	/	-10	0.9	12	13	0.9	11	0	1528
